# Source: PubChem
# 14-3-3g Raf: modulators of 14-3-3 gamma protein binding, primary screen, biochemical, fluorescence polarization. FP, 14-3-3gamma / TMR-pS259-Raf peptide binding. inhibition, % at 40 µM. 160,000 compounds, 0.19% hits. AID 422, 2006; in the data active = inhibition above about 30%;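 note: 0% = protein plus tracer without compound and 100% = blank with tracer alone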
# Target sequence (P61981 whole entry, looked up): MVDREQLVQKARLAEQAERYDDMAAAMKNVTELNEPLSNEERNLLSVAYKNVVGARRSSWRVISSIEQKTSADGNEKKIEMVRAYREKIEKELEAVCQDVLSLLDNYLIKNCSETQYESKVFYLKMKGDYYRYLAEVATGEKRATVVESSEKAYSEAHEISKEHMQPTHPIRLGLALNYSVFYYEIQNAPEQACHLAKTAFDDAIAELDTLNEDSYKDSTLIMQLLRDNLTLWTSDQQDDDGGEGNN
# * hit, by the source's call; & = joins results of further samples. Only part of the results is shown; count on the stated rates, not on these rows.
14-3-3g Raf | mol
-4 | O=C(NCC1CCCO1)c1cc(Sc2ccccc2Cl)nc2ccccc12 (centres undefined)
-3 | COc1ccc(-c2nc3cc(C)ccc3o2)cc1N=Cc1cccc(OC)c1O
0 | CCOc1ccc(NC(=O)c2c(I)cnn2C)cc1
-2 | O=C(CCCc1nc(-c2ccccc2Cl)no1)NCc1cccnc1
0 | Oc1ccccc1-c1nc(Nc2ccc(Br)cc2)c2ccccc2n1
8 | CCn1c(=O)cc(OCC(=O)N2CCN(c3cccc(C(F)(F)F)c3)CC2)c2ccccc21
7 | CCn1c(=N)n(CC(=O)c2cccc(OC)c2)c2ccccc21
-4 | CC(C)C(C(=O)Nc1nccs1)c1ccccc1 (centres undefined)
6 | Cc1nn(-c2ccc(OC(F)(F)Cl)cc2)c2c1C(=O)CC(C)(C)C2
-3 | CCN(CC)S(=O)(=O)c1ccc(Cl)c(C(=O)NCC2CCCO2)c1 (centres undefined)
-8 | COc1ccc(N2CSC3=C(C#N)C(c4cccs4)CC(=O)N3C2)cc1 (centres undefined)
5 | CCOC(=O)c1ccccc1Oc1c(F)c(F)nc(N2CCOCC2)c1F
2 | CCCC(=O)C1C(=O)CC(C)(C)C(c2cc(C)no2)C1=O (centres undefined)
-1 | COc1cccc(-n2c(=O)c3cc(OC)c(OC)cc3n(CC(=O)Nc3ccc(F)cc3)c2=O)c1
-8 | CN1CCc2[nH]c3ccccc3c2C1
-125 | O=C1CC(Sc2ccc([N+](=O)[O-])cc2)C(=O)N1c1cccc(N2C(=O)CC(Sc3ccc([N+](=O)[O-])cc3)C2=O)c1 (centres undefined)
-5 | CCOc1ccc(NC(=O)Cn2c(-c3ccc(C)cc3)nc3ccccc3c2=O)cc1
-6 | Cc1ccccc1CS(=O)(=O)Cc1ccc(C(=O)NC2CCCC(C)C2C)o1 (centres undefined)
-6 | CCOc1ccc(N(C(C)C(=O)N2CCOCC2)S(C)(=O)=O)cc1 (centres undefined)
0 | CC(C)c1ccc(Nc2cc(C(=O)NCCCN3CCOCC3)c3ccccc3n2)cc1
-7 | CN(CCC#N)S(=O)(=O)c1ccc2[nH]cc(C(=O)NCC3CCCO3)c(=O)c2c1 (centres undefined)
-8 | CCCCCOC(=O)c1ccccc1C(=O)O
4 | Cc1ccc(-c2nc3ncccc3o2)cc1NC(=O)CC(C)C
-11 | CCCCN(CC)Cc1ccc(CNC(=O)Nc2ccc(OC)cc2OC)o1
-4 | CC1=C(C(=O)OC(C)C)C(c2cn(-c3ccccc3)nc2-c2ccc(C)cc2)NC(=O)N1 (centres undefined)
-1 | COC(=O)c1ccccc1NC(=O)COc1ccccc1
1 | COc1ccc(CC(=O)N2CCN(c3ccccn3)CC2)cc1
-3 | CCOC(=O)c1c(C)oc2cc(Br)c(OC(=O)CC)cc12
-6 | CCc1cc2c(=O)c(-c3nc4ccccc4n3C)c(C)oc2cc1O
3 | COc1cc2c(cc1NS(=O)(=O)c1cccc([N+](=O)[O-])c1)oc1ccccc12
-9 | Cc1cc(NC(=O)CSc2nc3c(cc2C#N)CCCCC3)no1
-1 | O=c1oc2ccccc2c(O)c1[N+](=O)[O-]
2 | Cc1ccccc1Cc1c(C)nc2ncnn2c1C
-7 | CCc1nnc(SCC(=O)NCCC2=CCCCC2)nc1CC
-1 | O=C(Oc1ccc2c3c(c(=O)oc2c1)CCCC3)c1ccco1
-10 | Cc1ccccc1N1CN(Cc2ccccc2)CNC1=S
4 | COc1ccc(CSc2nnc3n(C)c(=O)c4c5c(sc4n23)CCCC5)cc1
-5 | CCCC1C(C(=O)OCC)=C(C)NC(C)=C1C(=O)OCC
-7 | CCc1ccc(-c2cc(C(=O)Nc3nc4ccccc4[nH]3)c3ccccc3n2)cc1
1 | CCOC(=O)C1=NN=C2C(=O)N(c3ccc(C)cc3C)C(=O)C12 (centres undefined)
1 | COc1cccc(C2NC(=O)NC(C)=C2C(=O)Nc2ccc(C)cc2)c1 (centres undefined)
-7 | Cc1ccc(C23CC4CC(CC(Cl)(C4)C2)C3)cc1N
-8 | Cc1ccc(-n2nc3c(c2NC(=O)c2ccc(C)c([N+](=O)[O-])c2)CSC3)cc1
8 | COC(=O)c1c(NC(=O)c2ccccc2C)sc2c1CCCC2
-9 | CN(C)CCC(C)(O)Cc1ccccc1 (centres undefined)
-6 | COc1ccc(NC(=O)C2CCCN2C(=O)OCc2ccccc2)c(OC)c1 (centres undefined)
-1 | CC1CCN(CC(O)COc2cccc(F)c2)CC1 (centres undefined)
-3 | COc1ccc(NC(=O)Nc2cc(C)ccc2OC)cc1
-3 | COc1cc2[nH]c(=O)n(Cc3ccc(C(=O)NCc4ccc(C)cc4)cc3)c(=O)c2cc1OC
-6&-13 | CCOc1cccc(=O)c2c(C)n(C)c(C)c12
1 | O=C(O)CCSCCc1ccncc1
-15 | COc1cc2[nH]c(=S)nc(Nc3ccc(C(C)=O)cc3)c2cc1OC
-6 | O=C(NCCOc1ccccc1Cl)C1CCCN1S(=O)(=O)c1ccc2ccccc2c1 (centres undefined)
-7 | COc1ccc(NC(=O)Cn2ncc3c(=O)oc4ccccc4c32)c(OC)c1
-23 | Cc1nc2nc(SCC(=O)Nc3ccc(Br)cc3)nn2c(C)c1Cc1ccc(Cl)cc1
-3 | Cc1nnc(NC(=O)CSc2nnc(Cc3cccn3C)n2-c2cccc(C(F)(F)F)c2)s1
-6 | COC(=O)c1ccc(NC(=O)CCc2c(C)nc3ncnn3c2C)cc1
0 | N#CC1=C2SCN(c3ccccc3)CN2C(=O)CC1c1ccccc1Cl (centres undefined)
-8 | CC1=CC(C)(C)N(C(=O)Nc2ccc(Cl)cc2)c2c(C)cc(C)cc21
-42 | COc1ccc(-c2csc(NC(=O)CCOc3ccccc3)n2)cc1

# Later entries:
14-3-3g Raf | mol
-5 | CS(=O)(=O)c1nc(-c2ccco2)cc(C(F)(F)F)n1
-4 | CCC(C)NC(=O)c1ccc2c(=O)n(Cc3ccc4c(c3)OCO4)c(=S)[nH]c2c1 (centres undefined)
-2 | O=C(CSc1ccc2nnc(-c3cccnc3)n2n1)NCc1ccc2c(c1)OCO2
0 | O=C(CSc1nnc(CNC(=O)c2ccco2)o1)Nc1nccs1
-9 | C=C(C)CC1Nc2ccccc2NC1CC(=C)C (centres undefined)
-8 | N#CCCN1CCn2c1nc1ccccc12
-3 | CCOc1ccc(-c2cc(C(=O)NCc3cccnc3)c3ccccc3n2)cc1
-2 | CCC(C)NC(=O)Cn1cnc2c1c(=O)n(C)c(=O)n2C (centres undefined)
-3 | CSCCOC(=O)C1=C(C)NC(=O)NC1c1ccccc1OCc1ccccc1 (centres undefined)
-2 | COc1cccc(-c2nc3cc(N=Cc4cc([N+](=O)[O-])cc(OC)c4O)ccc3o2)c1
-4 | CCOc1ccc(N(C(C)C(=O)N(C)Cc2ccccc2)S(C)(=O)=O)cc1 (centres undefined)
3 | Cc1noc(/C=C/N(C)C)c1S(=O)(=O)N1CCC(C(=O)O)CC1
-6 | OC(CNC1CCCCC1)CN1CCN(CC(O)CNC2CCCCC2)CC1 (centres undefined)
3 | CSc1cccc(Nc2cc(C(=O)N3CC(C)CC(C)C3)c3ccccc3n2)c1 (centres undefined)
2 | O=C(O)CC1NC(=O)N(c2ccccc2)C1=O (centres undefined)
-6 | COc1ccc(C2Oc3c(OC)cccc3C3CC(c4cccc(OC)c4)=NN32)cc1 (centres undefined)
4 | CCN1CCN(C(=O)c2ccc3c(=O)n(C4CCCC4)c(=O)[nH]c3c2)CC1
-5 | CCCOc1cccc(C2C(C(=O)c3ccc(C)o3)=C(O)C(=O)N2CCCN(C)C)c1 (centres undefined)
-5 | COc1cc(C(=O)Nc2cc(C(=O)N3c4ccc(F)cc4CCC3C)ccc2N2CC3CC(C2)c2cccc(=O)n2C3)cc(OC)c1OC (centres undefined)
-7 | Cc1ccc(Oc2ccc3c(c2)C(=O)N(c2ccc(O)cc2)C3=O)cc1
-14 | CCCCN1C(=O)C2C(C(=O)Nc3ccc(Cl)cc3)C3C=CC2(O3)C1C(=O)NC1CCCC(C)C1C (centres undefined)
-7 | Cn1c(=O)oc2cc(S(=O)(=O)N3CCCC(C(=O)Nc4ccc5c(c4)OCCO5)C3)ccc21 (centres undefined)
1 | O=C(NC1CCCC1)c1cc(Nc2ccccc2)nc2ccccc12
6 | Cc1ccc(C(=O)Nc2ccc(-c3nc4ncccc4o3)cc2)cc1
-3 | CC1CC(C)CN(C(=O)c2cn(C)c3ccc(S(=O)(=O)N(C)C)cc3c2=O)C1 (centres undefined)
1 | Cn1cc(C(=O)N2CCCCCC2)c(=O)c2cc(S(=O)(=O)N3CCCCC3)ccc21
2 | Cc1ccc(-n2c(SCc3ccccc3F)nc3c(c2=O)SCC3)cc1
-2 | Cc1ccc2cc3cc(C(=O)N(C)Cc4ccccc4)sc3nc2c1
-1 | Cn1c(C(=O)N2CCN(c3ccccc3F)CC2)cc2c(=O)n(C)c3ccccc3c21
8 | COC(=O)c1ccc(C2/C(=C(/O)c3ccc(OC(C)C)cc3)C(=O)C(=O)N2c2cc(C)on2)cc1 (centres undefined)

# Another view of 4 compounds above:
molecule | 14-3-3g Raf
CCN1CCN(C(=O)c2ccc3c(=O)n(C4CCCC4)c(=O)[nH]c3c2)CC1 | 4
CCCOc1cccc(C2C(C(=O)c3ccc(C)o3)=C(O)C(=O)N2CCCN(C)C)c1 (centres undefined) | -5
COc1cc(C(=O)Nc2cc(C(=O)N3c4ccc(F)cc4CCC3C)ccc2N2CC3CC(C2)c2cccc(=O)n2C3)cc(OC)c1OC (centres undefined) | -5
Cc1ccc(Oc2ccc3c(c2)C(=O)N(c2ccc(O)cc2)C3=O)cc1 | -7

# The listing continues:
14-3-3g Raf | mol
-5 | COc1ccc(C2/C(=C(/O)c3ccc4c(c3)CC(C)O4)C(=O)C(=O)N2CCN2CCOCC2)cc1 (centres undefined)
-5&-12 | COc1ccc2cc(C(=O)NCc3ccco3)c(=Nc3ccc(C(=O)O)cc3)oc2c1
5 | CN(C(=O)c1cnccn1)c1nnc(-c2cccnc2)s1
-7&-22 | CCOC(=O)c1cnn2c(C(F)(F)F)cc(-c3ccco3)nc12
1 | O=C(NCc1ccc2c(c1)OCO2)c1ccc(CN2CCOCC2)cc1
-8 | Cc1cc(C)c2[nH]c(=O)c(C(c3nnnn3C(C)(C)C)N3CCN(C(=O)c4ccco4)CC3)cc2c1 (centres undefined)
-5 | O=C(COc1cnc2ccccc2n1)NCCC1=CCCCC1
-237 | O=C1c2ccccc2C(=O)c2c1ccc(C(=O)N1CCOCC1)c2NCCO
-1 | C=CCc1ccc(OCCOCCNCCOC)c(OC)c1
-200 | COc1cc(NC(=O)c2sc3nc(-c4cccs4)ccc3c2N)cc(OC)c1OC
-1&-2 | O=C(c1ccc(CS(=O)(=O)c2ccccc2)o1)N1CCN(c2ncccn2)CC1
-5 | Cc1c(CN(C)CCc2ccccc2)c(=O)n(-c2ccccc2)n1C
-5 | COCCCNC(=O)c1ccc2nc3ccccc3c(=O)n2c1
-20 | O=S(=O)(CCc1ccncc1)Cc1ccc2c3c(cccc13)CC2
-5 | O=C(Nc1ccc2c(c1)OCO2)C1CCCN1C(=O)Nc1cccc(F)c1 (centres undefined)
-3 | COc1ccc(NC(=O)CSc2nc3ccccc3s2)cc1OC
-8 | O=c1oc2cc(OCc3ccccc3)ccc2cc1-c1nc2ccccc2s1
-2 | O=C(CSc1nnnn1-c1ccccc1)N1c2ccccc2Sc2ccccc21
-2 | C=CCn1c(=O)c2c(nc3n2CC(C)CN3c2cccc(OC)c2)n(C)c1=O (centres undefined)
-18 | COc1ccc(-c2ccc(-c3noc(C4CCCCC4)n3)c(OC)n2)cc1
6 | CCOc1ccc(CC(=O)N2CCN=C2SCc2ccccc2C)cc1
-12 | O=S(=O)(Nc1ccc(-c2csc(-c3ccccc3)n2)cc1)c1ccccc1
1 | O=C(O)c1ccccc1C(=O)N1CCN(c2cccc(Cl)c2)CC1
-3 | CCOC(=O)c1[nH]c(C)c(CNc2cc(OC)ccc2OC)c1C
3 | O=C(CS(=O)(=O)Cc1ccccc1)NCc1ccc2c(c1)OCO2
-2 | CCn1c(=NC(=O)c2ccc(S(=O)(=O)N3CCCC3)cc2)sc2cc(F)ccc21
-11 | COc1ccc(Cc2nnc(NC(=O)c3sc4ccccc4c3Cl)s2)cc1
-14 | CCOC(=O)C1=C(C(=O)OCC)SC(=C2C(=S)C(C)(C)Nc3ccc(C)cc32)S1
-5 | Cc1c(C(C)C)c(N2CCOCC2)n2c(nc3ccccc32)c1C#N
-5 | COc1ccc(C)cc1NC(=O)CN(c1ccc(F)cc1)S(C)(=O)=O

# 2 entries from above, comma-delimited.
Compound,14-3-3g Raf
CN(C)CCC(C)(O)Cc1ccccc1 (centres undefined),-9
COc1ccc(NC(=O)C2CCCN2C(=O)OCc2ccccc2)c(OC)c1 (centres undefined),-6

# The main list resumes, repeating the four entries before the break.
14-3-3g Raf | mol
-11 | COc1ccc(Cc2nnc(NC(=O)c3sc4ccccc4c3Cl)s2)cc1
-14 | CCOC(=O)C1=C(C(=O)OCC)SC(=C2C(=S)C(C)(C)Nc3ccc(C)cc32)S1
-5 | Cc1c(C(C)C)c(N2CCOCC2)n2c(nc3ccccc32)c1C#N
-5 | COc1ccc(C)cc1NC(=O)CN(c1ccc(F)cc1)S(C)(=O)=O
-1 | O=C(Nc1ccccc1Cl)c1cc2cc([N+](=O)[O-])ccc2oc1=O
2 | COc1ccc(-n2nnnc2SCC(=O)N2CCCC2)cc1OC
-6 | CC1(C(=O)NC2CCCCCC2)CCC(=O)N1CCc1ccc(Cl)cc1 (centres undefined)
-7 | CC(Cl)=CCc1c(C)nc2ccc(Br)cc2c1Cl
2 | CCN(CC)C(=O)CSC(=Nc1ccccc1F)NC#N
-1 | Cc1ccc2[nH]c(=O)c3cc(C(=O)N4CCN(c5ccccn5)CC4)sc3c2c1
-5 | Cc1ccc(OCC(O)Cn2c(=N)n(CCN3CCOCC3)c3ccccc32)cc1 (centres undefined)
-9 | O=C(Nc1cc(C(F)(F)F)ccc1OCc1ccccc1)c1ccc(Br)cc1
-6&2 | CN(Cc1ccccc1)C(=O)CCNC(=O)Cn1cnc2ccccc2c1=O
-1 | CCOC(=O)c1c(C)n(-c2ccccc2)c2ccc(OC(=O)c3ccccc3)cc12

# 3 of the entries above in order of their number in 14-3-3g Raf, descending.
SMILES,14-3-3g Raf
COc1ccc(CSc2nnc3n(C)c(=O)c4c5c(sc4n23)CCCC5)cc1,4
O=C(O)CC1NC(=O)N(c2ccccc2)C1=O (centres undefined),2
Cc1ccc2cc3cc(C(=O)N(C)Cc4ccccc4)sc3nc2c1,-2
